AI-2 QS modul: Vibrio harveyi AI-2 quorum sensing modulation | AID 2094 | Vibrio harveyi JMH597 AI-2 luminescence/OD600 ratio, 9 h; hits give low values; strain lacks LuxN and CqsS sensors; 0 = neutral-control median | 0.4% of 300,000 active | activity change, % at 7.5 µM; in the data active = activity change below about -75%, passing the limit was not always enough; inconclusive = no clear call, values can overlap the other calls;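 note: luminescence divided by OD600 gain over 9 h not by final OD600 alone; inactives centre near 13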
IEC-6 cytotox: kills IEC-6 intestinal cells in KLF5 counter-screen | IEC-6 cytotoxicity, luminescence viability | inhibition, % at 5 µM | 0.78% of 290,000 active | AID 1825; in the data active = inhibition above about 22%;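 note: 0% = plate median of test compound wells and 100% = cytotoxic reference compound wells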
HSF1 inhib: HSF1 inhibition; AID 2098; 0.77% of 300,000 active; activity change, negative = inhibition, % at 7.5 µM (by protocol); NIH3T3-HGL HSE-luciferase, MG132-induced, luminescence 8 h; hits give low values;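 active = more than half of replicate wells show activity change below -50%, luminescence cut by over half; inconclusive = some wells, but at most half, below -50%; inactive = no replicate well below -50%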;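 note: luciferase reports HSF-1 transcriptional activity via heat shock element; 0% = median of DMSO wells and -100% = zero luminescence signal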
HDAC3 inhib: blocks human histone deacetylase 3 | inhibition, % at 8.3 µM | 0.15% of 320,000 active | AID 2718 | recombinant HDAC3, fluorogenic peptide/trypsin coupled, fluorescence; in the data active = inhibition above about 26%, passing the limit was not always enough; inconclusive = no clear call, values can overlap the other calls
Target sequence (O15379 whole entry, looked up): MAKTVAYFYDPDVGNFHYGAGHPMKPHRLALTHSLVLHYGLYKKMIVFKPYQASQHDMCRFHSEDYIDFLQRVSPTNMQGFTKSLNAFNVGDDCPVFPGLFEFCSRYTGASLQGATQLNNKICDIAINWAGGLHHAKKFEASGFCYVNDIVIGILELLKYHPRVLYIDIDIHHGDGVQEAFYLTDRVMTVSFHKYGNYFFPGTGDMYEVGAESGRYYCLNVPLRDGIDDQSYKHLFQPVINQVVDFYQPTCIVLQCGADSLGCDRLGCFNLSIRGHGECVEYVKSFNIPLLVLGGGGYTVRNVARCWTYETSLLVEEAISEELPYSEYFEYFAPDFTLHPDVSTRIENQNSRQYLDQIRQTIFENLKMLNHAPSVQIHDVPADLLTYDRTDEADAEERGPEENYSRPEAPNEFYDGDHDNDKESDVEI
Platelet DG rel: modulates dense granule release in human platelets; inhibition, %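 (compounds screened at 7.5 µM in platelet-rich plasma)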; 0.22% of 300,000 active; human platelet-rich plasma, SFLLRN dense granule ATP release, luminescence;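 active = mean replicate score, as percent of positive control, at or above 50; inconclusive = mean below 50 but at least one replicate at or above 50; inactive = mean and every replicate below 50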
aSyn 5UTR inh: 5' untranslated region of α-synuclein, MLPCN primary screen | alpha-synuclein 5'UTR reporter, inhibitor activity | 0.82% of 300,000 active | AID 1813 | inhibition, % (tested at 7.5 µM); in the data active = inhibition above about 60%; inconclusive = no clear call, values can overlap the other calls;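 note: H4 neuroglioblastoma cells stably carrying SNCA 5'UTR luciferase fusion; 0% = DMSO wells and 100% = positive control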
HIF act: HIF pathway transcriptional activation; U2OS HRE-luciferase reporter, luminescence; normalized: DMSO 0%, desferrioxamine 100%; 0.32% of 300,000 active; activation, % at 7.5 µM (by protocol); AID 1910;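 active = mean activation of at least 10% of the iron chelator positive control signal, with at least half of replicates also reaching 10%; inconclusive = mean and replicate majority disagree about reaching 10%; inactive = mean and most replicates under 10%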
KLF5 inh: kruppel-like factor 5 inhibition | AID 1700 | 0.23% of 290,000 active | inhibition, % at 5 µM | DLD-1 KLF5 promoter-luciferase reporter, luminescence;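 active = inhibition above a per-plate limit of that plate's mean compound inhibition plus 3 SD, cut at about 60% in these data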;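 note: 0% = DMSO wells and 100% = LY294002 at 200 µM; higher means less KLF5 promoter-driven luciferase light; inactives centre near -14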
HSF1 activator: increases HSF-1 driven luciferase reporter signal | NIH3T3-HGL HSF-1 luciferase reporter, MG132, 8 h; 100% = twice DMSO control signal | 1.7% of 300,000 active | AID 504408 | activation, % at 9 µM;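 active = mean replicate activation of at least 50% with a set share of replicates each reaching 50%; inconclusive = only one of those two conditions met; inactive = mean below 50% and too few replicates reaching it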;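 note: 0% = median of the neutral control wells and 100% = twice that signal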
HSP90 inh: blocks HSP90-mediated luciferase refolding in reticulocyte lysate | Rabbit reticulocyte lysate, luciferase refolding luminescence, 3 h | inhibition, % at 5.6 µM | 0.91% of 290,000 active | AID 1789;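 active = inhibition above the screen-wide mean plus 3 SD, computed separately per campaign, cut at about 16% in these data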;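 note: 0% = DMSO wells and 100% = 60 µM geldanamycin wells; inhibitors lower the luminescence because luciferase stays unfolded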
* hit, by the source's call; ? = inconclusive; / = not tested or not shown.

compound,KLF5 inh,HSF1 activator,HIF act,IEC-6 cytotox,aSyn 5UTR inh,HDAC3 inhib,HSF1 inhib,Platelet DG rel,HSP90 inh,AI-2 QS modul
O=C(O)CN1C(=O)/C(=C/c2ccsc2)SC1=S,5,-2,-1.0,0,-17,3,-1,-1,-3,28
CCOc1ccc(NC(=O)c2ccc3[nH]c(=O)c(=O)[nH]c3c2)cc1,-16,-7,0.3,1,-5,5,-6,6,-3,12
NS(=O)(=O)c1cc(C(=O)OCC(=O)Nc2ccc(N3CCCCC3)cc2)ccc1Cl,-34,3,0.0,-2,-27,1,2,-1,2,25
O=c1[nH]c2ccc(NC(=S)NCCc3ccccc3)cc2[nH]1,-14,-7,0.0,4,-15,0,-6,-2,0,-9
COc1ccc(NC(=O)c2cc(CN3C(=O)c4ccccc4C3=O)ccc2OC)cn1,-20,-74,0.0,2,-86,4,-67*,-6,1,11
O=C(CSc1nc(-c2ccccc2)cc(=O)[nH]1)Nc1ccccc1,-15,-1,0.7,-1,-5,-4,3,-2,-5,9
Cc1cc(C)c(C)c(OCCN2CC(C)OC(C)C2)c1 (stereo not drawn),-41,-6,0.1,-4,2,-2,-1,7,-8,12
O=C(CN1C(=O)/C(=C\c2cccs2)SC1=S)Nc1cccc(C(=O)O)c1,-31,2,-0.2,-6,-27,2,-6,-2,-1,15

(next part)
compound,KLF5 inh,HSF1 activator,HIF act,IEC-6 cytotox,aSyn 5UTR inh,HDAC3 inhib,HSF1 inhib,Platelet DG rel,HSP90 inh,AI-2 QS modul
CC1=C(C(=O)OC2CCCC2)C(c2coc3ccccc3c2=O)C2=C(CC(C)(C)CC2=O)N1 (stereo not drawn),-4,11,-0.3,1,19,/,-3,-21,-1,22
O=C(CN1CCCCC1)Nc1ccc(NC(=O)c2ccccc2Cl)cc1Cl,-42,7,0.3,4,28,6,5,0,2,9
CCOc1ccc(C(C(=O)NC2CCCCC2)N(C(=O)Cc2cccs2)c2ccc(-n3cnnn3)c(OC)c2)cc1 (stereo not drawn),-27,0,-0.3,-6,11,1,2,14,-2,7
O=C(O)/C=C\C(=O)Nc1cccc(C(=O)Nc2cccc(O)c2)c1,-10,-2,-0.3,-11,-26,-5,1,-5,-4,33
O=C(NCCC1=CCCCC1)C(c1ccccc1)c1ccccc1,24,-22,-0.4,-6,6,-1,2,-48,-1,7
Cc1ccc(OCCC(=O)OCC(=O)N2c3ccccc3CC2C)cc1 (stereo not drawn),-14,5,-0.2,-3,9,13,-3,-35,1,20
COc1cc2[nH]c3ccccc3c2cc1C,/,16,2.5,/,-65,2,10,17,/,2
Cc1ccccc1Cn1cnc2ccccc21,-10,-5,0.0,-2,7,-2,-10,0,3,5

(cont.)
compound,KLF5 inh,HSF1 activator,HIF act,IEC-6 cytotox,aSyn 5UTR inh,HDAC3 inhib,HSF1 inhib,Platelet DG rel,HSP90 inh,AI-2 QS modul
CCc1ccc([C@@H]2C[C@H]3CN(Cc4ccccc4OC)C(=O)[C@]34CCCN24)cc1,-2,2,-0.1,0,-15,0,6,-2,-2,8
O=C(NCC1CCCO1)c1ccccc1 (stereo not drawn),-10,-25,0.8,-10,-4,-3,-5,1,2,32
CCCS(=O)(=O)NCCc1cc2cc(C)c(C)cc2[nH]c1=O,-10,47,-0.1,1,-22,1,20,-23,-2,16
Cc1cccc(Nc2nc(N)nc(CSC(=S)N3CCOCC3)n2)c1,5,?,2.5,2,-108,1,30,12,0,23
Fc1cccc(-c2nn[nH]n2)c1,-31,-5,0.3,-2,6,0,-6,4,4,4
CC(C)CC(=O)/C(=C\c1ccc(Cl)cc1Cl)n1cncn1,6,13,-3.6,6,-30,/,-1,10,0,27
COC(=O)c1ccc(N2C(=O)CC(N(C)CCc3ccc(OC)c(OC)c3)C2=O)cc1 (stereo not drawn),-43,6,0.1,-1,15,-7,4,-1,-4,74
CN(Cc1ccccc1)C(=O)COc1ccc(N(C)S(=O)(=O)c2ccc(F)cc2)cc1,-16,27,-1.4,2,7,9,-3,-2,0,11

(list continues)
compound,KLF5 inh,HSF1 activator,HIF act,IEC-6 cytotox,aSyn 5UTR inh,HDAC3 inhib,HSF1 inhib,Platelet DG rel,HSP90 inh,AI-2 QS modul
CC(OC(=O)CCN1C(=O)C2CC=CCC2C1=O)C(=O)Nc1cccc(Cl)c1 (stereo not drawn),/,1,1.0,/,-9,2,10,2,/,2
CC(=O)c1cccc(NC(=O)CN(C2CCCCC2)S(C)(=O)=O)c1,9,-3,1.6,-1,8,3,-2,3,4,20
CC(=O)c1ccc(-c2ccc(C(=O)NCC3CCCO3)o2)cc1 (stereo not drawn),/,-10,0.3,/,-28,/,0,-1,/,11
O=S(=O)(c1cccc2nsnc12)N1CCN(c2ccccc2F)CC1,24,-13,-0.2,0,6,2,-4,2,1,11
Cn1c(SCC(=O)NC2CCCCC2)nnc1-c1ccccn1,-14,39,-0.5,4,-16,/,7,-3,0,15
O=C(O)CC(C(=O)OC1CCCCC1)N1CCOCC1 (stereo not drawn),-10,0,0.1,4,8,/,-6,5,-1,18
S=c1[nH]nc(Cc2ccccc2)n1-c1ccc(Cl)cc1,-7,9,0.0,-4,13,1,3,7,-5,-13
Cc1ccc(S(=O)(=O)N2CCCCC2)cc1NC(=O)CSc1nnc(N)s1,-20,-7,1.1,-1,7,1,-6,-2,-1,4

Next part:
compound,KLF5 inh,HSF1 activator,HIF act,IEC-6 cytotox,aSyn 5UTR inh,HDAC3 inhib,HSF1 inhib,Platelet DG rel,HSP90 inh,AI-2 QS modul
CC(NC(=O)c1cc(-c2cccnc2)nc2ccc(Br)cc12)C1CCCO1 (stereo not drawn),-22,-7,-0.1,-3,-26,-4,2,2,-2,2
COc1ccc(Cl)cc1S(=O)(=O)N1CCCc2ccccc21,-12,-6,0.5,4,9,4,-4,-1,-3,11
COc1cccc(OC)c1NC(=O)C1CCCN1C(=O)Nc1ccccc1Cl (stereo not drawn),-28,14,-0.7,6,6,/,0,3,-1,9
COc1cccc(C2C3=C(CC(C)(C)CC3=O)OC(N)=C2[N+](=O)[O-])c1 (stereo not drawn),-9,18,-1.3,6,9,-3,-2,-4,4,9
O=C(NCC1CCCO1)C1c2ccccc2C(=O)N1Cc1ccc2c(c1)OCO2 (stereo not drawn),-7,-16,0.0,-2,1,1,7,4,-3,21
COC(=O)C1CCCN1C(=O)C12CC3CC(CC(C3)C1)C2 (stereo not drawn),-6,16,0.7,3,-1,0,1,4,4,3
O=[N+]([O-])c1cccc(-c2nnc3ccccn23)c1,2,5,-0.6,2,10,2,-10,-8,2,53
N#CCc1nn2c3c(cnc2c1C#N)C(=O)CCC3,0,-9,-0.6,-24,-19,1,-3,7,-1,27

Next part
compound,KLF5 inh,HSF1 activator,HIF act,IEC-6 cytotox,aSyn 5UTR inh,HDAC3 inhib,HSF1 inhib,Platelet DG rel,HSP90 inh,AI-2 QS modul
O=C(COC(=O)c1cnccn1)NCc1ccc2c(c1)OCO2,-5,5,-0.1,-3,-2,4,-7,-31,1,-9
N#CC1=C(S)N(c2ccc(F)cc2)C2(CCCCC2)NC1=O,11,1,-0.3,5,-1,4,-1,-5,-3,22
Cc1nn(-c2ccccc2)c(C)c1-c1cc(C(=O)N/N=C/c2ccc(O)cc2)[nH]n1,-11,-6,1.1,3,-1,14,-5,-5,-1,15
O=C(NC(c1ccccc1)C(Cl)(Cl)Cl)c1ccccc1 (stereo not drawn),-24,1,-0.1,-1,9,4,-6,-18,0,14
O=C(NCCCNC(=O)c1cnccn1)c1cccc(Cl)c1,-7,-4,-0.1,7,11,-4,-2,12,3,/
CCc1ccc2nc(NC(=O)c3ccc(N4C(=O)CCC4=O)cc3)sc2c1,-18,/,/,-6,-73,-7,/,-2,0,3
COc1ccc(-n2c(C)cc(/C=C3\SC(=O)NC3=O)c2C)cc1,-132,36,1.4,-7,-146,11,12,0,-5,-5
CCOC(=O)C1(Cc2ccccc2C)CCCN(Cc2cn(C)nc2C)C1 (stereo not drawn),-45,-13,-0.7,-4,10,1,2,-6,-1,-6

Later entries:
compound,KLF5 inh,HSF1 activator,HIF act,IEC-6 cytotox,aSyn 5UTR inh,HDAC3 inhib,HSF1 inhib,Platelet DG rel,HSP90 inh,AI-2 QS modul
CSc1ccccc1NC(=O)CN(C)C(=O)C1CCN(C(=O)Nc2ccccc2)CC1,/,6,-29,/,1,1,1,5,/,8
O=C(CN1CCN(Cc2ccccc2)CC1)Nc1cccc(C(F)(F)F)c1,0,17,0.1,8,26,9,-9,-2,4,6
Cc1[nH]c(=S)c(C#N)c(C)c1C(=O)Nc1ccccc1,-4,8,-0.5,6,-1,19,-5,2,-1,26
CCOC(=O)c1ccc(NS(=O)(=O)c2cccc3nsnc23)cc1,-36,-4,-0.3,-5,10,2,2,4,3,9
COc1ccc(CNC(=O)COC(=O)CN2C(=O)C(C)Oc3ccc(C)cc32)cc1 (stereo not drawn),-27,12,0.2,1,-1,2,1,4,5,24
Cc1oc(S(=O)(=O)N(C)C)cc1C(=O)Nc1ccc(Cl)cc1,-21,55*,-0.1,2,-8,0,15,-3,2,26
C=CCn1c(Cc2ccc(OC)cc2)nnc1SCC(=O)c1cccc([N+](=O)[O-])c1,-13,1,-0.4,3,-2,-7,9,-8,4,3
O=C(CSc1ccc(-c2ccc(F)cc2)nn1)N1CCOCC1,9,3,1.1,0,-36,3,0,31,2,22

Later entries.
compound,KLF5 inh,HSF1 activator,HIF act,IEC-6 cytotox,aSyn 5UTR inh,HDAC3 inhib,HSF1 inhib,Platelet DG rel,HSP90 inh,AI-2 QS modul
O=C(C(c1ccccc1)c1ccccc1)N1CCN(CCN2C(=O)c3cccc4cccc(c34)C2=O)CC1,3,-2,0.2,-8,0,4,-12,7,0,15
O=C(CCNC(=O)c1ccc([N+](=O)[O-])cc1)Nc1ccc(S(=O)(=O)N2CCOCC2)cc1,/,-1,-0.6,/,-2,-3,4,11,/,44
CC(C)NS(=O)(=O)c1ccc(OCC(=O)NCc2ccc3c(c2)OCO3)c(Cl)c1,-22,/,/,0,/,-3,/,/,-3,22
O=C1C(=Cc2cccn2-c2ccc(O)cc2)C(=O)c2ccccc21,-30,3,0.0,4,-1,0,9,1,-1,15
Cn1c(CSCc2ccc(F)cc2)n[nH]c1=S,-42,-37,-3.4,2,-12,5,-22,-3,-2,-7

An unsorted share of the library (roughly 5% active in at least one column).
